Ba/F3 V617F tox: loss of viability in JAK2V617F-driven Ba/F3 cells; Ba/F3 EpoR-JAK2V617F viability, ATP luminescence; inhibition, % at 5.6 µM; actives 1.1% (n = 220,000); AID 1446;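 active = inhibition above the campaign mean plus 3 SD over all tested compounds, cut at about 24% in these data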;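 note: cytokine-independent growth of Ba/F3 cells driven by EpoR plus mutant JAK2; 0% = DMSO-treated cells and 100% = JAK inhibitor I control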
CHOP inhibitor: CHOP inhibition in unfolded protein response | CHO-K1 CHOP-promoter luciferase, tunicamycin-induced, 15-18 h | inhibition, % at 10 µM | actives 3.8% (n = 220,000) | AID 2732;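 active = compounds that reduced the stress-induced luciferase reporter signal by more than about 70% of percent inhibition, limit read from the data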;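 note: 0% = tunicamycin plus vehicle and 100% = wells without tunicamycin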
NPY2 pot ag: human NPY-Y2 potentiation or agonism, primary screen. P49146. cells expressing NPY-Y2, potentiator/agonist read-out. activation, % at 3.6 µM. actives 0.45% (n = 220,000). AID 1359; in the data active = activation above about 27%;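 note: cells stimulated with NPY near EC25 plus isoproterenol at EC100; 0% = vehicle plus submaximal agonist and 100% = vehicle plus saturating agonist; some results beyond the cut were filed as inactive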
BaF3 tox: parental Ba/F3 viability inhibition as JAK2V617F counter-screen | inhibition, % at 5.6 µM | actives 1.1% (n = 220,000) | AID 1486 | CellTiter-Glo ATP luminescence;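 active = inhibition above a per-campaign cutoff, the mean inhibition of all tested compounds plus 3 SD, cut at about 27% in these data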;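 note: 0% = DMSO wells and 100% = JAK Inhibitor I control wells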
NPY-Y1 PAM-ag: potentiators or agonists of human neuropeptide Y receptor Y1; P25929; NPY-Y1 expressing cells, potentiator/agonist activation; activation, % at 3.6 µM; actives 0.37% (n = 220,000); AID 1304; in the data active = activation above about 33%, passing the limit was not always enough;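 note: cells stimulated with NPY at EC10 then isoproterenol at EC100; 0% = low agonist plus stimulus and 100% = saturating agonist plus stimulus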
NPY Y1 blocker: antagonists of human neuropeptide Y receptor Y1; inhibition, % at 3.6 µM; AID 1040; HEK293-CNG Y1 cells, membrane potential fluorescence; NPY at EC95, then isoproterenol; actives 1% (n = 200,000); P25929;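 active = inhibition above the campaign mean inhibition of all tested compounds plus 3 SD, cut at about 20% in these data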;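 note: 0% = DMSO wells given NPY plus isoproterenol and 100% = isoproterenol alone without NPY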
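Material: HEK293 Y1/CNG channel cell line | Also added: NPY (25 nM), isoproterenol (1 µM), Ro 20-1724 (25 µM) | Compound: One concentration, 3.6 µM, in 0.4% DMSO | Schedule: 3 h dye uptake, 1 h room-temperature compound, 45 min post-isoproterenol | Signal: Membrane-potential fluorescent dye readout | Read-out: % inhibition of NPY effect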
S1P4 antag: antagonists of human S1P4 receptor | O95977 | S1P4-expressing cells, antagonist mode, reporter read-out | inhibition, % at 4.98 µM | actives 0.26% (n = 220,000) | AID 1510; in the data active = inhibition above about 29%;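 note: 0% = wells stimulated with agonist and 100% = vehicle wells without agonist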
Target sequence (O95977 whole entry, looked up): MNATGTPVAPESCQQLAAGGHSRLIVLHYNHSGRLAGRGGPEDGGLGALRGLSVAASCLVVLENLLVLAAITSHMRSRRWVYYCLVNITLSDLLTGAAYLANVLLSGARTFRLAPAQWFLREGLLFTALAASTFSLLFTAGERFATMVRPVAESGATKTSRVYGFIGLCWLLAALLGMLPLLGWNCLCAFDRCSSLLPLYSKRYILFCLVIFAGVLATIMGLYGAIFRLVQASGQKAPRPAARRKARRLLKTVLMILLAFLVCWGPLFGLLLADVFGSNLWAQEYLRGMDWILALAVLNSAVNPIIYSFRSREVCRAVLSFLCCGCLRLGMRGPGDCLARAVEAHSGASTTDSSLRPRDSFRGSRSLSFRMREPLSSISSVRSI
S1P4 agonist: human S1P4 receptor agonism | O95977 | S1P4-expressing cell line, agonist reporter assay | activation, % at 4.98 µM | actives 0.35% (n = 220,000) | AID 1509; in the data active = activation above about 11%;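 note: 0% = DMSO vehicle and 100% = reference agonist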
p47phox inh: blocks human p47phox regulatory protein of NADPH oxidases | P14598 | inhibition, % at 24.7 µM | actives 0.53% (n = 220,000) | p47phox/p22phox peptide binding, fluorescence polarization, 2 h;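 active = inhibition above about 30%, limit read from the data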;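 note: 0% = p47phox with labelled peptide and 100% = labelled peptide alone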
Target sequence (P14598 whole entry, looked up): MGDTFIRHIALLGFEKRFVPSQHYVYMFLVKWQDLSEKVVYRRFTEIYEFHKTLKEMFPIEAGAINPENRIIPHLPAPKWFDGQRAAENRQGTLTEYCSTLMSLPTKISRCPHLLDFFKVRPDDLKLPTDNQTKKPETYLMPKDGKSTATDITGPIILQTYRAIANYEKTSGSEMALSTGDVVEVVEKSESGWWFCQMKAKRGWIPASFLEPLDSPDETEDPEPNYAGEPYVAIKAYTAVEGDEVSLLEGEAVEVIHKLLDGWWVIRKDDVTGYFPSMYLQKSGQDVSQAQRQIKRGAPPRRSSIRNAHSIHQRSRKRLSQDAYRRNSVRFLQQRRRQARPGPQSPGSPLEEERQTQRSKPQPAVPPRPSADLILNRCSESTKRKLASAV
* hit, by the source's call.

The first two entries (preview)
What do the screens show for `Nc1nc(SCC(=O)NCCO)nc2sc3c(c12)CCCC3`?
Ba/F3 V617F tox: 4; CHOP inhibitor: 1; NPY2 pot ag: -3; BaF3 tox: 4; NPY-Y1 PAM-ag: -2; NPY Y1 blocker: -1; S1P4 antag: -2; S1P4 agonist: -1.0; p47phox inh: 5

How did CCCc1cc(N2CCN(C(=O)c3ccco3)CC2)n2c(nc3ccccc32)c1C#N do in these assays?
Ba/F3 V617F tox: -1; CHOP inhibitor: -8; NPY2 pot ag: 4; BaF3 tox: 7; NPY-Y1 PAM-ag: -3; NPY Y1 blocker: -1; S1P4 antag: -26; S1P4 agonist: 2.4; p47phox inh: -25

Main list, repeating the preview:
What do the screens show for `Nc1nc(SCC(=O)NCCO)nc2sc3c(c12)CCCC3`?
Ba/F3 V617F tox: 4; CHOP inhibitor: 1; NPY2 pot ag: -3; BaF3 tox: 4; NPY-Y1 PAM-ag: -2; NPY Y1 blocker: -1; S1P4 antag: -2; S1P4 agonist: -1.0; p47phox inh: 5

How did CCCc1cc(N2CCN(C(=O)c3ccco3)CC2)n2c(nc3ccccc32)c1C#N do in these assays?
Ba/F3 V617F tox: -1; CHOP inhibitor: -8; NPY2 pot ag: 4; BaF3 tox: 7; NPY-Y1 PAM-ag: -3; NPY Y1 blocker: -1; S1P4 antag: -26; S1P4 agonist: 2.4; p47phox inh: -25

How did Cn1c(Cn2c(=O)sc3ccccc32)nnc1SCC(N)=O do in these assays?
Ba/F3 V617F tox: -1; CHOP inhibitor: -3; NPY2 pot ag: 2; BaF3 tox: 11; NPY-Y1 PAM-ag: 5; NPY Y1 blocker: -3; S1P4 antag: -13; S1P4 agonist: 0.1; p47phox inh: -6

Results for O=C(O)CN1C(=O)Nc2ccc(Br)cc2C1c1ccccc1 (stereo not given) ?
Ba/F3 V617F tox: -1; CHOP inhibitor: -11; NPY2 pot ag: -8; BaF3 tox: 8; NPY-Y1 PAM-ag: -5; NPY Y1 blocker: 13; S1P4 antag: -13; S1P4 agonist: -0.1; p47phox inh: 16

Results for CCCC(C)n1[nH]c(=O)c2c(C)cc(C)nc21 (stereo not given) ?
Ba/F3 V617F tox: 1; CHOP inhibitor: 20; NPY2 pot ag: -17; BaF3 tox: 1; NPY-Y1 PAM-ag: 0; NPY Y1 blocker: 8; S1P4 antag: -5; S1P4 agonist: 0.7; p47phox inh: 3

What do the screens show for `Cc1ccc(NC(=O)CN(C)C(=O)CCOc2cccc(C)c2)cc1`?
Ba/F3 V617F tox: 2; CHOP inhibitor: 2; NPY2 pot ag: -4; BaF3 tox: 8; NPY-Y1 PAM-ag: -16; NPY Y1 blocker: -2; S1P4 antag: -17; S1P4 agonist: 2.9; p47phox inh: -23

Results for O=C(CCCn1c(=S)[nH]c2ccccc2c1=O)N1CCCCC1 ?
Ba/F3 V617F tox: 1; CHOP inhibitor: 3; NPY2 pot ag: 9; BaF3 tox: -5; NPY-Y1 PAM-ag: 5; NPY Y1 blocker: 1; S1P4 antag: 12; S1P4 agonist: -1.7; p47phox inh: -7

What do the screens show for `CC1(C)CC(CC(=O)O)(c2ccccc2)CCO1` (stereo not given)?
Ba/F3 V617F tox: -3; CHOP inhibitor: -12; NPY2 pot ag: 23; BaF3 tox: 1; NPY-Y1 PAM-ag: -5; NPY Y1 blocker: -6; S1P4 antag: -2; S1P4 agonist: -1.4; p47phox inh: 4

How did Cc1ccc(S(=O)(=O)/N=C(/NC(=S)Nc2ccccc2)c2ccccc2)cc1 do in these assays?
Ba/F3 V617F tox: -2; CHOP inhibitor: -1; NPY2 pot ag: -12; BaF3 tox: 1; NPY-Y1 PAM-ag: 10; NPY Y1 blocker: 1; S1P4 antag: 5; S1P4 agonist: -0.7; p47phox inh: -25

How did C#CC(=O)N(c1cc(OC)ccc1OC)C(C(=O)NC1CCCC1)c1cccs1 (stereo not given) do in these assays?
Ba/F3 V617F tox: 102*; CHOP inhibitor: 108*; NPY2 pot ag: 24; BaF3 tox: 104*; NPY-Y1 PAM-ag: 17; NPY Y1 blocker: 7; S1P4 antag: 29; S1P4 agonist: -0.3; p47phox inh: 21

Results for Clc1ccccc1-c1nnc2sc(-c3ccccn3)nn12 ?
Ba/F3 V617F tox: 2; CHOP inhibitor: 46; NPY2 pot ag: -4; BaF3 tox: 4; NPY-Y1 PAM-ag: -12; NPY Y1 blocker: 0; S1P4 antag: -18; S1P4 agonist: 0.4; p47phox inh: 3

Results for Cc1cc(C)c(S(C)(=O)=O)c(N(C)NC(=O)c2c(F)cccc2F)n1 ?
Ba/F3 V617F tox: 3; CHOP inhibitor: 1; NPY2 pot ag: 6; BaF3 tox: 2; NPY-Y1 PAM-ag: 13; NPY Y1 blocker: 1; S1P4 antag: -19; S1P4 agonist: 0.2; p47phox inh: -7

What do the screens show for `Cc1ccc(C)c(OCc2nc(-c3cccnc3)no2)c1`?
Ba/F3 V617F tox: -1; CHOP inhibitor: -6; NPY2 pot ag: -4; BaF3 tox: 3; NPY-Y1 PAM-ag: -40; NPY Y1 blocker: 8; S1P4 antag: 5; S1P4 agonist: 0.7; p47phox inh: -5

What do the screens show for `CO/N=C\Cc1oc(=O)c(NC(=O)c2ccccc2)cc1C(=O)OC`?
Ba/F3 V617F tox: -2; CHOP inhibitor: 19; NPY2 pot ag: 2; BaF3 tox: 6; NPY-Y1 PAM-ag: -14; NPY Y1 blocker: 7; S1P4 antag: -12; S1P4 agonist: -1.0; p47phox inh: -95

Results for O=C(CCCn1c(=S)[nH]c2ccsc2c1=O)Nc1ccc2c(c1)OCO2 ?
Ba/F3 V617F tox: -3; CHOP inhibitor: 7; NPY2 pot ag: -5; BaF3 tox: -1; NPY-Y1 PAM-ag: -7; NPY Y1 blocker: 9; S1P4 antag: -1; S1P4 agonist: -0.3; p47phox inh: -3

What do the screens show for `COc1ccc(-c2cc(C(F)(F)F)nc(SCC(=O)Nc3cc(C)on3)n2)cc1`?
Ba/F3 V617F tox: -1; CHOP inhibitor: 28; NPY2 pot ag: 1; BaF3 tox: 3; NPY-Y1 PAM-ag: -17; NPY Y1 blocker: 1; S1P4 antag: -19; S1P4 agonist: -0.6; p47phox inh: -22

How did CCOc1ccc(C(O)Cc2nc3ccccc3n2C)cc1 (stereo not given) do in these assays?
Ba/F3 V617F tox: -1; CHOP inhibitor: 30; NPY2 pot ag: 3; BaF3 tox: 6; NPY-Y1 PAM-ag: -22; NPY Y1 blocker: 2; S1P4 antag: -13; S1P4 agonist: 0.2; p47phox inh: 12

What do the screens show for `CCCCC(=O)N(Cc1ccc(F)cc1)C1CCS(=O)(=O)C1` (stereo not given)?
Ba/F3 V617F tox: -5; CHOP inhibitor: -28; NPY2 pot ag: 6; BaF3 tox: 4; NPY-Y1 PAM-ag: -16; S1P4 antag: -13; S1P4 agonist: -0.9; p47phox inh: -8

How did Cc1cc(C)nc(SCC(=O)N2CCCCC2)n1 do in these assays?
Ba/F3 V617F tox: -3; CHOP inhibitor: -5; NPY2 pot ag: 0; BaF3 tox: -2; NPY-Y1 PAM-ag: 19; NPY Y1 blocker: 2; S1P4 antag: -18; S1P4 agonist: 1.1; p47phox inh: 2

What do the screens show for `CC(C)(C)C(=O)c1no[n+]([O-])c1/C(=N/O)C(C)(C)C`?
Ba/F3 V617F tox: 3; CHOP inhibitor: 108*; NPY2 pot ag: 1; BaF3 tox: -1; NPY-Y1 PAM-ag: -14; NPY Y1 blocker: 5; S1P4 antag: 16; S1P4 agonist: 1.1; p47phox inh: 8

Results for Cc1cc(C)cc(NC(=O)CSc2nnc(-c3ccc(S(=O)(=O)N4CCCC4)cc3)o2)c1 ?
Ba/F3 V617F tox: 1; CHOP inhibitor: 5; NPY2 pot ag: -30; BaF3 tox: 8; NPY-Y1 PAM-ag: -8; NPY Y1 blocker: 11; S1P4 antag: -13; S1P4 agonist: 11*; p47phox inh: 3

Results for COc1ccc2cc3c(N)nn(C(=O)C4CCC(C(C)(C)C)CC4)c3nc2c1 (stereo not given) ?
Ba/F3 V617F tox: -4; CHOP inhibitor: 67; NPY2 pot ag: 8; BaF3 tox: 2; NPY-Y1 PAM-ag: -15; NPY Y1 blocker: -3; S1P4 antag: -7; S1P4 agonist: 1.6; p47phox inh: 0

Results for CN1CCN(CCCCOc2ccccc2C=O)CC1 ?
Ba/F3 V617F tox: 0; CHOP inhibitor: 3; NPY2 pot ag: 1; BaF3 tox: 4; NPY-Y1 PAM-ag: -7; NPY Y1 blocker: 6; S1P4 antag: -17; S1P4 agonist: 1.2; p47phox inh: -9

Results for CN(C)c1ccc(C2N(C(=O)N3CCOCC3)CCN2S(=O)(=O)c2ccccc2)cc1 (stereo not given) ?
Ba/F3 V617F tox: -3; CHOP inhibitor: -1; NPY2 pot ag: 18; BaF3 tox: 0; NPY-Y1 PAM-ag: 1; NPY Y1 blocker: -1; S1P4 antag: -2; S1P4 agonist: -0.2; p47phox inh: -8

How did CC(=O)c1c(C)[nH]c(C(=O)NC(C)c2ccccc2)c1C (stereo not given) do in these assays?
Ba/F3 V617F tox: 4; CHOP inhibitor: -2; NPY2 pot ag: -5; BaF3 tox: 0; NPY-Y1 PAM-ag: -3; NPY Y1 blocker: 1; S1P4 antag: -5; S1P4 agonist: -3.0; p47phox inh: -11

What do the screens show for `CN(C)S(=O)(=O)c1cccc(C(=O)NCC2CCCO2)c1` (stereo not given)?
Ba/F3 V617F tox: -1; CHOP inhibitor: 13; NPY2 pot ag: -2; BaF3 tox: 1; NPY-Y1 PAM-ag: 18; NPY Y1 blocker: -1; S1P4 antag: 15; S1P4 agonist: 2.1; p47phox inh: -4

What do the screens show for `COc1ccc(NS(=O)(=O)c2cc(NC(=O)c3ccc(=O)[nH]c3)ccc2N2CCOCC2)cc1`?
Ba/F3 V617F tox: 2; CHOP inhibitor: 15; NPY2 pot ag: 3; BaF3 tox: 9; NPY-Y1 PAM-ag: 6; NPY Y1 blocker: 2; S1P4 antag: -18; S1P4 agonist: 0.3; p47phox inh: -8

Results for COc1ccccc1OCCCn1cc(C#N)c2ccccc21 ?
Ba/F3 V617F tox: -1; NPY2 pot ag: -7; BaF3 tox: 3; NPY-Y1 PAM-ag: -31; NPY Y1 blocker: 0; S1P4 antag: -30; S1P4 agonist: 2.3; p47phox inh: -4

What do the screens show for `CC(=O)NC(Cc1c[nH]c2ccccc12)C(=O)N1CCc2ccccc2C1` (stereo not given)?
Ba/F3 V617F tox: 3; CHOP inhibitor: -7; NPY2 pot ag: -17; BaF3 tox: 6; NPY-Y1 PAM-ag: 2; NPY Y1 blocker: -1; S1P4 antag: 12; S1P4 agonist: -0.1; p47phox inh: -6

What do the screens show for `CC(C)Oc1ccc(C2CCC(=O)NC2=O)cc1` (stereo not given)?
Ba/F3 V617F tox: -4; CHOP inhibitor: -11; NPY2 pot ag: 11; BaF3 tox: 0; NPY-Y1 PAM-ag: 26; NPY Y1 blocker: -6; S1P4 antag: -9; S1P4 agonist: -1.1; p47phox inh: -7

Results for O=C(CN1CCN(c2ccccc2O)CC1)Nc1ccc2c(c1)CCC2 ?
Ba/F3 V617F tox: -5; CHOP inhibitor: 12; NPY2 pot ag: 5; BaF3 tox: 2; NPY-Y1 PAM-ag: -31; NPY Y1 blocker: 7; S1P4 antag: -3; S1P4 agonist: 13*; p47phox inh: 3

Results for O=C(CN1C(=O)NC2(CCCC2)C1=O)Nc1ccc(F)cc1 ?
Ba/F3 V617F tox: -1; CHOP inhibitor: -5; NPY2 pot ag: -6; BaF3 tox: 3; NPY-Y1 PAM-ag: 7; NPY Y1 blocker: 5; S1P4 antag: 15; S1P4 agonist: 0.4; p47phox inh: -6

Compound activity from PubChem BioAssay.
